# V1R ag counter: activates human V1a receptor in oxytocin agonist counter-screen. activation, % at 3 µM. actives 0.25% (n = 320,000). CHO-V1R cells, Fluo-8 calcium fluorescence, agonist mode; 0% DMSO, 100% 3 nM vasopressin. P37288;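 active = activation above the mean activation of all tested compounds plus 3 SD, per screening run, cut at about 20% in these data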;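 also: signal is peak over basal fluorescence ratio across a 100 second FLIPR read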
# MEKK2mut PB1 HTS: signal of MEK5 binding to mutant human MEKK2 PB1 domain. percent response, % at 10 µM. actives 0.35% (n = 290,000). bead flow cytometry, Alexa488-MEK5 binding to MEKK2 mutant; in the data active = percent response above about 24%, passing the limit was not always enough; also: inactives centre near 1; some results filed as inactive read as strong as hits; reference of the scale not given here
# GPR7 antagonist: human neuropeptides B/W receptor 1 antagonism. P48145. AID 1861. inhibition, % at 4.4 µM. actives 1.1% (n = 290,000). GPR7-expressing cells, fluorescence antagonist assay; in the data active = inhibition above about 16%, passing the limit was not always enough;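 also: cells stimulated with the agonist NPW; 0% = agonist with vehicle and 100% = vehicle without agonist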
# Target sequence (P48145 whole entry, looked up): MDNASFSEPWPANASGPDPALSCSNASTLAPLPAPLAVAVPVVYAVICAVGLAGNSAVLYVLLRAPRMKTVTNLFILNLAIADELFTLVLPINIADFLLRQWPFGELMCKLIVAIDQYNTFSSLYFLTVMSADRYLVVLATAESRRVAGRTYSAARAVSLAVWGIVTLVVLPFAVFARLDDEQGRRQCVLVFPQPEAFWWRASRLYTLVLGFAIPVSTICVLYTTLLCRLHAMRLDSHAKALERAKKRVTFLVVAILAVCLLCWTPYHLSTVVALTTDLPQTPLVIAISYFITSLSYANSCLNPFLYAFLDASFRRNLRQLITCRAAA
# GalR3 antagonist: blocks the human galanin receptor 3 | actives 0.44% (n = 360,000) | HEK293 GalR3-CNG cAMP membrane potential fluorescence; galR3 body fused to GalR1 C-terminus | O60755 | inhibition, % at 3 µM;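 active = inhibition above the screen-wide average plus 3 SD, cut at about 13% in these data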;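 also: forskolin and galanin both at EC90 stimulate the cells; cAMP rise reported by CNG channel membrane potential dye signal; 0% = forskolin plus galanin with DMSO and 100% = forskolin alone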
# Target sequence (O60755 1-299 limits assumed): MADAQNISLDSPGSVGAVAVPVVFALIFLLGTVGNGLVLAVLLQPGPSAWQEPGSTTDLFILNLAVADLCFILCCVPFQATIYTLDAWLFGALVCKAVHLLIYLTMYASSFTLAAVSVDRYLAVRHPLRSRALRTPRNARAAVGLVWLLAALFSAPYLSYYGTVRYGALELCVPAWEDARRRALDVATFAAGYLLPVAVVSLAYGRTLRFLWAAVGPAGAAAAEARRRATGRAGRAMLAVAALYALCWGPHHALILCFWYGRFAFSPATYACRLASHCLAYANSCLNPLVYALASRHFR
# PHOSPHO1 block: inhibitors of human PHOSPHO1 phosphatase; recombinant PHOSPHO1, absorbance phosphatase assay; Q8TCT1; inhibition, % at 13.3 µM; actives 1.1% (n = 290,000); in the data active = inhibition above about 60%
# MEKK3 PB1 HTS: modulators (inhibitors or enhancers) of MEK5 binding to human MEKK3 PB1 domain. Q99759. bead-based flow cytometry, Alexa488-MEK5 binding to MEKK3; actives lie on both sides; 0 = blocked by unlabeled MEK5, 100 = vehicle. binding response (% of control), % at 10 µM. actives 1.4% (n = 290,000). AID 1529;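 active = binding response more than 3 SD above or below the average of its plate-row segment, actives on both sides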;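 also: Alexa488 bead fluorescence after subtracting the streptavidin-only scavenger bead signal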
# MEKK2wt PB1 HTS: raises or lowers MEK5 binding to wildtype human MEKK2 PB1 domain; Q9Y2U5; bead flow cytometry, Alexa488-MEK5 binding to MEKK2 WT; actives lie on both sides; binding response (% of control), % at 10 µM; actives 1.1% (n = 290,000); AID 1531; in the data active = binding response below about 67% or above about 130%
# OXTR agonist: agonists of human oxytocin receptor. P30559. CHO-OTR cells, Fluo-8 calcium fluorescence; normalized: DMSO 0%, oxytocin 100%. activation, % at 3 µM. actives 0.32% (n = 320,000). AID 2435;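 active = activation above the mean of all tested compounds plus 3 SD, cutoff set per screening run, cut at about 20% in these data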;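 also: peak over basal fluorescence ratio from a 100 s FLIPR kinetic read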
# Target sequence (P30559 whole entry, looked up): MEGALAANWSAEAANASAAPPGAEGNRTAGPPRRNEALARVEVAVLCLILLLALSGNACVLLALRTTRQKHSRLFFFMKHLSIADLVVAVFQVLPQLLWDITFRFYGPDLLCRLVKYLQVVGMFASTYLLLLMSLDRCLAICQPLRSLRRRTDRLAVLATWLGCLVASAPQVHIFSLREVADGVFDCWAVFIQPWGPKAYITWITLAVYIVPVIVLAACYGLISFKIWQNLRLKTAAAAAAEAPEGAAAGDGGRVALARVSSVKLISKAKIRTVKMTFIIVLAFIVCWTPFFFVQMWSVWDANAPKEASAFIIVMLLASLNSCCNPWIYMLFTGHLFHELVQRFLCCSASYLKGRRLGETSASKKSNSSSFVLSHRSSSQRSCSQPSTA
# NALP1 yeast inh: blocks the NALP1 inflammasome reconstituted in yeast | actives 0.61% (n = 280,000) | inhibition, % at 10 µM | AID 2071 | S. cerevisiae NALP1/ASC/caspase-1 growth, X-gal OD620, 72 h; in the data active = inhibition mostly above about 24%, no sharp cut-off; inactive = mostly below about 32%; also: some compounds called inactive have numbers as strong as hits
# * marks the source's active call; other numbers are inactive results; · = not tested or not shown.
SMILES,V1R ag counter,MEKK2mut PB1 HTS,GPR7 antagonist,GalR3 antagonist,PHOSPHO1 block,MEKK3 PB1 HTS,MEKK2wt PB1 HTS,OXTR agonist,NALP1 yeast inh
CCCCOC(=O)n1c(SCC(=O)N(C)C)nc2ccccc21,-0.7,4,-8,-7,10,99,100,-1.0,-1
CCCCCCOC(=O)C1=C(C)NC(=O)NC1c1ccc(O)cc1 (configuration not stated),0.7,3,8,-5,-16,93,99,-0.8,19
CN1CCN(C(=O)C2CCCN(c3ncnc4c3nc3n4CCCCC3)C2)CC1 (configuration not stated),0.4,2,-1,5,56,99,95,-0.9,0
COc1ccc(Cl)cc1C(=O)Nc1ccc2c(c1)OCO2,-1.1,3,3,0,9,103,101,-0.2,6
Cc1ccc2c(Cl)cc(Cl)c(OCC(=O)NC(=O)NCc3ccco3)c2n1,-0.7,1,-13,-6,3,100,97,-0.9,11
CCC1CCCCN1c1nc(-c2cccc(OC)c2O)nc2ccccc12 (configuration not stated),-0.4,2,-12,-1,19,96,97,-0.6,0
COc1ccc(Nc2ncc(C(=O)N3CCC(C(N)=O)CC3)c3ccccc23)cc1,0.1,6,-2,-3,37,112,113,0.0,4
COC(=O)c1ccc(/C=N\N2CCN(c3ccccc3)CC2)cc1,·,4,-18,-6,36,98,95,·,8
CCOC(=O)/C(C#N)=C/c1cn(CCC(=O)O)nc1-c1cccc(Cl)c1,-0.9,2,-9,-7,16,104,98,-0.1,6
COc1ccc(C(=O)N2CCN(c3cnn(-c4ccccc4)c(=O)c3Cl)CC2)cc1,-0.3,2,4,0,-1,103,104,-1.0,-8
CCN1CCc2nc3sc(C(=O)N4CCc5ccccc5C4)c(N)c3cc2C1,1.9,9,0,-3,13,99,116,0.0,11
CC(=O)Nc1ccc(N/C=C/C(=O)c2ccc(Cl)cc2)cc1,0.3,0,-10,-3,39,102,95,0.9,21
CCCCNC(=S)NNC(=O)c1c(Cl)c(C)nn1C,0.7,-4,2,3,-10,89,92,0.8,18
CCCCNc1nc2ccccc2n1CC(=O)Nc1c(C)cccc1CC,-0.7,4,33*,-6,-4,103,104,-1.0,-5
O=C(NC1CCCCC1)N(Cc1ccccc1)Cc1ccco1,-1.8,-1,25,-9,-3,101,97,-2.5,15
CC(=O)NCCC1CCCCN1C(=O)c1cc(COc2cc(C)ccc2C)on1 (configuration not stated),-1.4,-5,5,-7,19,100,96,-1.9,18
Cc1cc(C)n(-c2ccc(C(=O)OCC(=O)NCc3ccc(Cl)cc3)cc2)n1,9.3,5,1,1,-34,98,105,1.2,8
COCCNC(=O)C(c1ccc(C)o1)N(C(=O)c1snc(C(N)=O)c1N)c1cc(C)cc(C)c1 (configuration not stated),0.0,6,-2,-3,-5,103,102,-0.8,12
CN(C)S(=O)(=O)c1ccc(S(=O)(=O)N2CCCC2)cc1,1.4,-3,-7,0,-9,95,97,-0.4,-6
O=C1CCc2cc(S(=O)(=O)NC(Cc3ccccc3)C(=O)N3CCN(c4ccccn4)CC3)ccc2N1 (configuration not stated),0.2,-10,-10,-5,-10,103,95,0.1,-13
CC(C)NC(=S)N1CCN(S(=O)(=O)c2cccc(C(F)(F)F)c2)CC1,0.9,-1,18,1,-18,97,98,0.5,28
N/C(=N/OC(=O)c1ccc(Cl)cc1)c1ncc([N+](=O)[O-])s1,0.4,-6,-4,1,46,91,89,-0.8,·
COc1ccccc1Nc1nc(-c2sc(N)nc2C)cs1,0.9,2,-12,-10,-28,93,96,-1.5,-7
CC12CCC(C(=O)N(CSC(=S)N/N=C\c3ccccc3Cl)C1=O)C2(C)C (configuration not stated),0.5,3,-9,-4,20,110,100,-1.8,7
CCCCc1cn(C[C@H]2CC[C@@H]([C@@H]3CC[C@H](Cn4cc(CCCC)nn4)O3)O2)nn1,-0.4,3,0,-9,21,100,102,-0.6,10

# Next part:
SMILES,V1R ag counter,MEKK2mut PB1 HTS,GPR7 antagonist,GalR3 antagonist,PHOSPHO1 block,MEKK3 PB1 HTS,MEKK2wt PB1 HTS,OXTR agonist,NALP1 yeast inh
O=C(CCC(=O)Nc1ccc(Cl)cc1)N/N=C/c1ccc2c(c1)OCO2,2.3,8,0,-2,4,104,109,0.1,10
Cc1ccccc1C1C(C#N)=C2N=C(N)c3ccccc3N2C2=C1C(=O)CCC2 (configuration not stated),0.0,-2,-9,-6,27,99,94,-0.7,·
Cc1nc2ccccc2n1S(=O)(=O)c1ccc(S(=O)(=O)N2CCCCCC2)cc1,0.0,0,-11,-3,20,95,89,1.2,19
O=C(Nc1ccc(N2CCN(Cc3ccccc3F)CC2)cc1)c1ccccc1[N+](=O)[O-],2.7,-9,-4,-4,37,107,94,4.3,0
O=C(Nc1nccs1)c1cc(-c2ccncc2)nc2ccccc12,-0.3,0,-10,-3,6,107,100,-1.3,0
Cc1cc(C)c2cc(C#N)c(SCC(=O)NCC3CCCO3)nc2c1 (configuration not stated),-0.6,-3,-14,-5,15,101,103,-0.8,17
CCOc1cc(/C=N/NC(=O)C(=O)N2CCCC2)ccc1O,0.3,-11,-3,-2,20,95,87,-0.2,-9
Cc1cccc(NC(=O)Cn2cnc3sc(C)c(S(=O)(=O)N4CCC(C)CC4)c3c2=O)n1,0.2,2,0,-9,-30,102,101,-1.0,-79
COc1cc(C2C3=C(CCCC3=O)Nc3c2c(C)nn3-c2cccc(C)c2)cc(OC)c1O (configuration not stated),3.4,-11,10,-4,28,88,87,7.8,14
COc1cccc(-n2c(Cc3cc(=O)[nH]c(=O)[nH]3)nnc2SCC(=O)N2CCCCC2)c1,0.4,3,0,0,-14,101,100,0.8,9
Cc1ccccc1CN1N=C(/C=C/c2ccccc2)CCC1=O,-0.1,-15,-17,-2,20,86,81,-1.1,13
COc1ccc(-n2nc(C(=O)O)c3ccccc3c2=O)cc1,1.5,2,-8,-5,-20,98,104,-0.5,-6
NC(=O)C(c1ccc(Sc2ccccc2)nn1)c1ccc(Cl)cc1Cl (configuration not stated),2.1,3,19,-5,-22,106,99,0.5,21
O=C1c2ccccc2C2=Nc3ccccc3SC(c3cccc(F)c3)C12 (configuration not stated),0.0,1,-11,-7,-12,99,103,-3.4,0
Cc1cc(C)n2nc(C(=O)N/N=C/c3ccc(O)cc3)nc2n1,0.3,-10,6,-2,1,97,95,0.2,6
Cc1cccc(C)c1OCc1cc(C(=O)NCC2CCCCC2)no1,0.1,2,-9,-7,17,103,104,-0.6,0
CCN1CCN(C(=O)c2cc3c(OC)c(OC)c(OC)cc3[nH]2)CC1,-0.2,-3,1,-9,36,96,97,0.4,-13
CC(COc1ccccc1)N1CCC(CO)(Cc2ccccc2)CC1 (configuration not stated),4.4,4,4,-6,54,102,110,5.1,-3
COc1ccc(/C=N\NC(=O)CCN2CCN(c3ccccc3)CC2)cc1OC,0.0,10,-9,0,17,106,111,-1.4,-10
CC(C)OCCCNC(=O)Nc1cccc2ccccc12,0.9,-7,-3,-5,45,103,95,-0.1,14
COc1cccc(C=Nc2cc(C)cc(C)c2)c1O,-1.0,0,0,-5,2,102,101,-1.1,28
O=C(NN1C(=O)c2ccccc2C1=O)c1ccccc1[N+](=O)[O-],1.1,11,-5,-1,-7,108,109,0.2,-12
CC(=O)Nc1cc(Br)ccc1O,1.5,-7,-4,-1,6,96,101,-0.8,1
O=C(NCc1ccccc1)C(c1ccccc1)N(C(=O)c1csnn1)c1ccccc1 (configuration not stated),-0.3,-6,1,-8,17,96,94,-0.9,13
O=C1C=C(NCc2ccc(Cl)cc2)CC(c2ccco2)C1 (configuration not stated),5.2,8,6,-2,9,127*,116,0.5,7

# Part of the list above, bar-delimited:
Molecule | V1R ag counter | MEKK2mut PB1 HTS | GPR7 antagonist | GalR3 antagonist | PHOSPHO1 block | MEKK3 PB1 HTS | MEKK2wt PB1 HTS | OXTR agonist | NALP1 yeast inh
Cc1ccccc1CN1N=C(/C=C/c2ccccc2)CCC1=O | -0.1 | -15 | -17 | -2 | 20 | 86 | 81 | -1.1 | 13
NC(=O)C(c1ccc(Sc2ccccc2)nn1)c1ccc(Cl)cc1Cl (configuration not stated) | 2.1 | 3 | 19 | -5 | -22 | 106 | 99 | 0.5 | 21
O=C(NN1C(=O)c2ccccc2C1=O)c1ccccc1[N+](=O)[O-] | 1.1 | 11 | -5 | -1 | -7 | 108 | 109 | 0.2 | -12
CCN1CCN(C(=O)c2cc3c(OC)c(OC)c(OC)cc3[nH]2)CC1 | -0.2 | -3 | 1 | -9 | 36 | 96 | 97 | 0.4 | -13
O=C1C=C(NCc2ccc(Cl)cc2)CC(c2ccco2)C1 (configuration not stated) | 5.2 | 8 | 6 | -2 | 9 | 127* | 116 | 0.5 | 7

# Later entries
SMILES,V1R ag counter,MEKK2mut PB1 HTS,GPR7 antagonist,GalR3 antagonist,PHOSPHO1 block,MEKK3 PB1 HTS,MEKK2wt PB1 HTS,OXTR agonist,NALP1 yeast inh
O=C(NCCOCCNC(=O)OCc1ccccc1)OCc1ccccc1,0.5,-3,10,-2,-13,101,100,-0.6,4
O=C1C2C3C=CC(C4CC34)C2C(=O)N1c1nccs1 (configuration not stated),-0.3,-2,-2,-4,-4,101,105,-1.6,22
COc1ccc(C2CCCN2C(=O)Nc2cccc(C(C)=O)c2)cc1OC (configuration not stated),-0.5,10,-8,-1,17,101,104,-1.3,0
O=C1NC(=O)C(Nc2cccc3ccccc23)S1 (configuration not stated),0.1,4,-6,-2,-11,100,102,1.6,4
CCc1ccccc1N(C)S(=O)(=O)c1ccc(-c2cc(C)no2)s1,2.0,0,0,-6,23,99,97,-1.2,-10
OCCN(CCCn1c(C(F)(F)F)nc2ccccc21)c1nc(CN2CCCCC2)cs1,0.2,0,-5,-1,20,102,107,-1.1,23
Cc1nc2ccc(C(=O)N(C)CC3CCCN(CCc4ccc(Cl)cc4)C3)cc2[nH]1 (configuration not stated),0.9,0,0,0,44,98,104,0.1,15
O=C(Nc1ccccc1Oc1ccccc1)c1ccc(Br)o1,-1.0,-4,-22,-1,15,93,99,-3.0,34
CN(C)/C=C1\N=C(c2cccs2)OC1=O,-0.1,-1,7,-2,-1,98,96,0.6,-9
Cc1cccc(N/N=C(\C=N\N)C(=O)c2ccc(Br)cc2)c1,-0.3,-7,-22,·,16,101,96,0.1,-8
Cc1ncc(CO)c(/C=N/NC(=O)c2ccc(O)cc2)c1O,-0.3,0,2,0,3,115,107,-1.2,37
O=C1CN(C(=O)CSc2nnc3ccccn23)c2ccccc2N1,1.5,12,-2,-3,-11,107,105,0.5,9
CSc1nnc(C(C)(C)C)c(=O)n1/N=C/c1ccccc1O,-0.9,-19,-12,2,-5,83,86,-2.2,0
CSc1ccc(Cl)c(C(=O)Nc2ccc(Cl)cn2)c1,-0.7,-10,2,-3,41,97,92,-2.2,10
CC(NC(=O)c1ccccc1NC(=O)c1ccco1)c1ccccc1 (configuration not stated),-1.4,0,-7,-2,14,99,98,-1.2,39
COCCNc1nc2nonc2nc1N1C[C@H]2CC[C@H]1C2,0.2,-1,-3,-2,14,100,99,-0.6,5
Cc1cc(=O)[nH]c(N/N=C/c2ccc(F)cc2)n1,·,-5,-7,-9,15,98,98,·,14
CC1(C)CC(=S)Nc2ccccc2S1,0.4,3,-12,-6,-11,109,108,-0.5,18
O=C(NCCN1CCOCC1)C1CCC(=O)N1C1CCCCC1 (configuration not stated),1.0,0,9,-8,27,106,102,1.6,8
COc1ccc(NC(=O)COC(=O)c2ccc(OCc3ccccc3Cl)c(OC)c2)c(OC)c1,0.2,-1,-2,-1,23,103,103,-1.5,8
CCNc1c(NC(=O)COc2ccc(Cl)cc2)c(=O)oc2ccccc12,3.5,2,-6,-7,38,100,103,2.0,-3
Cc1nn(CC(=O)N2CCN(c3ccc(Cl)cc3)CC2)c(=O)c2cccn12,2.7,2,1,·,-26,99,95,0.9,-17

# High-throughput results from PubChem.
